# FBPA Giardia inh – qHTS Assay for Inhibitors of Fructose-1,6-bisphosphate Aldolase from Giardia Lamblia; purified Giardia FBPA; Potency, µM (series often up to 59.6 µM), for inactives: at the highest dose activity, negative = inhibition, most hits filed as inhibitors; 0.71% of 290,000 active; AID 2451, 2010; also: potency is read from the fitted curve at half-maximal effect; nearly all actives have a fitted effect of over 55% in size
# Target sequence (A8B2U2 whole entry, looked up): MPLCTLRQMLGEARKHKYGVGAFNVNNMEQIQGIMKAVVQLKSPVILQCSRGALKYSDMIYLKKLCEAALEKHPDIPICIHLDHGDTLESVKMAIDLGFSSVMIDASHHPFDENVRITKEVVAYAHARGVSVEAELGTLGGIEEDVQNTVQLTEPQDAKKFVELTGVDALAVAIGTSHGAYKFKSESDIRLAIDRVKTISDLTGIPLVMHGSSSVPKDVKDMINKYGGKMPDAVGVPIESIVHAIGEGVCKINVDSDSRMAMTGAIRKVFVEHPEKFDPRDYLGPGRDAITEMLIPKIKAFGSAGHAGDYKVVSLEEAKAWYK
#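 Giardia FBPA (40 nM reagent) was preincubated 10 min at RT with compound (up to 57.5 uM final), then substrate plus GAPDH/TPI/NAD/arsenate coupling system with diaphorase/resazurin was added; resorufin fluorescence (525/598 nm) was read after 20 min.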
# AmpC detergent – qHTS Inhibitors of AmpC Beta-Lactamase (assay with detergent). P00811. AmpC hydrolysis of nitrocefin, absorbance 480 nm, 0.01% Triton. Potency, µM (titrated, usually from 114 µM), without a hit: top-dose activity change, negative = inhibition, actives largely listed as inhibitors. 0.041% of 370,000 active. AID 485294, 2010;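 also: potency is read from the fitted curve at half-maximal effect; 0% = no-compound wells and -100% = no-enzyme wells; nearly all actives have a fitted effect of over 25% in size; some results filed as inactive show a strong effect at the top dose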
# Target sequence (P00811 whole entry, looked up): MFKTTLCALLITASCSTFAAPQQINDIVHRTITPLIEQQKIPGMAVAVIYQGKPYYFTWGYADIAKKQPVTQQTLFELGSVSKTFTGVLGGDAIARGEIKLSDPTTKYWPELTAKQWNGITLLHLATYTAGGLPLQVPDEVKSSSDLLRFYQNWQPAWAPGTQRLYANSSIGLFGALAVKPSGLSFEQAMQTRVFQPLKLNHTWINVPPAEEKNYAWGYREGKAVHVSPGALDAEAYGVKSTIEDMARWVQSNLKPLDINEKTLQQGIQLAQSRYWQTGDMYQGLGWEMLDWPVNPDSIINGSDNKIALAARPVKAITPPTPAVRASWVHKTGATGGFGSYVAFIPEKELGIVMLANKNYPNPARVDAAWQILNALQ
#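 20 mM phosphate pH 7.0 + 0.01% (detergent screen) or 0.0001% Triton X-100; 5.3 nM AmpC reagent; cpd preinc 15 min RT; nitrocefin (800 uM stock) to start; A480 q20 s × 4 min; Activity was normalised to no-enzyme and no-compound control wells.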
# AMA1-RON2 inh – qHTS for Inhibitors of AMA1-RON; Towards Development of Antimalarial Drug Lead: Primary Screen; Plasmodium falciparum AMA1 (3D7) - RON2 peptide interaction; AlphaScreen AMA1-biotinylated RON2 peptide binding; Potency, µM (top dose mostly 58.2 µM), for inactives: at the highest dose activity change, negative = inhibition, hits mostly inhibitors; 0.2% of 360,000 active;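 also: potency is read from the fitted curve at half-maximal effect; 0% = vehicle wells and -100% = peptide control; nearly all actives have a fitted effect of over 45% in size; some results filed as inactive show a strong effect at the top dose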
#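 AMA1 (3D7) with his tag at 25 nM final met compounds first, then biotinylated RON2 peptide at 25 nM; detection used donor plus acceptor beads, 10 µg/mL apiece, read by AlphaScreen after 30 min at room temperature.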
# Sm TGR block – qHTS Assay for the Inhibitors of Schistosoma Mansoni Peroxiredoxins. 3% of 360,000 active. purified TGR, DTNB reduction, TNB absorbance 405 nm. Potency, µM (top dose mostly 114 µM), for the others: at the highest dose activity change, negative = inhibition, actives largely listed as inhibitors; also: potency is read from the fitted curve at half-maximal effect; nearly all actives have a fitted effect of over 60% in size
#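 First, TGR (20 nM dispensed) and NADPH were mixed with compound. Second, a 15 min room-temperature incubation followed. Third, further NADPH and then DTNB were added to start the reaction. Finally, TNB absorbance was monitored kinetically.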
# HCMV inh – qHTS Assay for inhibitors of the human cytomegalovirus (HCMV); 4.5% of 410,000 active; HFF cells, HCMV-luciferase reporter, 72 h; active compounds read low; activity change, negative = inhibition, % at 57.5 µM; in the data active = activity change below about -60%; inconclusive = no clear call, values can overlap the other calls; inactive = above about -39%
#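 Steps: HFFs plated, 16 h 37C; compounds added; HCMV-luciferase added to MOI 1 PFU/cell; 72 h 37C; OneGlo reagent, 5 min room temperature; luminescence read, normalized to controls.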
# AmpC inh no detg – qHTS Inhibitors of AmpC Beta-Lactamase (assay without detergent); P00811; Potency, µM (highest dose often 57.1 µM), inactives show top-dose activity change, negative = inhibition, most hits filed as inhibitors; AmpC nitrocefin hydrolysis, absorbance 480 nm, 0.0001% Triton; 0.52% of 330,000 active; AID 485341, 2010;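 also: potency is read from the fitted curve at half-maximal effect; plate controls were no compound for no effect and no enzyme for full effect; nearly all actives have a fitted effect of over 20% in size; some results filed as inactive show a strong effect at the top dose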
#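 20 mM phosphate pH 7.0 + 0.01% (detergent screen) or 0.0001% Triton X-100; 5.3 nM AmpC reagent; cpd preinc 15 min RT; nitrocefin (800 uM stock) to start; A480 q20 s × 4 min; Activity was normalised to no-enzyme and no-compound control wells.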
# Numbers without * were called inactive; ? = inconclusive; / = no result given; [ ] = remark or other dose. Unless noted, calls follow the shape of the dose curve; as a rule, active = well fitted curve in the direction sought with a large enough effect; inconclusive = small, poorly fitted or top-dose-only effect, or another doubt; inactive = no such curve, though single readings can be large; an effect the other way counts as inactive or inconclusive. Unless noted, % is scaled to controls: 0 for no effect and ±100 for the full control effect.
# Start of the data: the first 3 compounds (preview)
item	mol	FBPA Giardia inh	AmpC detergent	AMA1-RON2 inh
1	COC(=O)Cc1ccc(NC(=S)N2CCN(c3ccccn3)CC2)cc1	/	-13%	-1%
2	O=C(NC1CCc2ccccc21)c1cc(COc2cncc(Cl)c2)on1 (stereo not drawn)	/	11%	-7%
3	Fc1cccc(Cl)c1Cn1nnc2c(NCc3ccccn3)ncnc21	8%	-13%	-3%

item	Sm TGR block	HCMV inh	AmpC inh no detg
1	-5%	-24	-10%
2	-25%	61	18%
3	-1%	-15	-13%

# This part in full (from the top)
item	mol	FBPA Giardia inh	AmpC detergent	AMA1-RON2 inh
1	COC(=O)Cc1ccc(NC(=S)N2CCN(c3ccccn3)CC2)cc1	/	-13%	-1%
2	O=C(NC1CCc2ccccc21)c1cc(COc2cncc(Cl)c2)on1 (stereo not drawn)	/	11%	-7%
3	Fc1cccc(Cl)c1Cn1nnc2c(NCc3ccccn3)ncnc21	8%	-13%	-3%
4	CCn1ncc(C2=NOC(C(=O)Nc3cccc(C(C)=O)c3)C2)c1C (stereo not drawn)	11%	?	7%
5	COc1ccccc1C(C)NC(=O)C1CCN(S(=O)(=O)c2cccs2)CC1 (stereo not drawn)	/	-1%	-1%
6	CO/N=C\CC(=O)Nc1ccc(Cl)c(Cl)c1	0%	-8%	5%
7	COc1ccc(NC(=O)Cc2ccsc2)cc1S(=O)(=O)N1CCCCC1	/	5%	12%[11.6 µM]
8	O=C(COc1ccc(C(=S)N2CCCC2)cc1)Nc1ccc(F)cc1	-8%	?	-12%
9	COc1ccc(-c2cc(C(F)(F)F)n3nc(C(=O)Nc4c(C)n(C)n(-c5ccccc5)c4=O)c(Cl)c3n2)cc1	2%	0%	-2%
10	CN(C)S(=O)(=O)c1ccc(Cl)c(C(=O)Nc2cccc3ncccc23)c1	-1%	1%	3%

item	Sm TGR block	HCMV inh	AmpC inh no detg
1	-5%	-24	-10%
2	-25%	61	18%
3	-1%	-15	-13%
4	0%	?	-14%
5	-9%	-19	-21%
6	-2%	?	-28%
7	7%	-8	-10%
8	9%	?	-29%
9	0%	-28	0%
10	-6%	15	-9%

# (list continues)
item	mol	FBPA Giardia inh	AmpC detergent	AMA1-RON2 inh
11	CCN1C(=O)c2cccc3c(Cl)ccc1c23	-2%	?	98%[activator]
12	O=C(OCc1c(-c2ccccc2)ncc2ccccc12)c1ccc(F)cc1	/	/	-8%
13	Cc1cc(NC(=O)CSc2nc3cc(C(=O)NCCCOC(C)C)ccc3c(=O)n2Cc2ccco2)no1	2%	-9%	-2%
14	COc1ccc(NC(=O)c2cccc(S(=O)(=O)N(C)c3ccccc3)c2)cn1	3%	-11%	4%
15	COc1ccc(-c2nc3ccc(C(=O)NCc4ccccc4)cc3nc2-c2ccc(OC)cc2)cc1	/	-5%	/
16	CC(CCc1ccccc1)NC(=O)C(=O)Nc1ccccc1 (stereo not drawn)	5%	3%	-1%[11.6 µM]
17	COc1ccc2c(c1)[nH]c1c(=O)n(CCCn3ccnc3)cnc12	-1%	0%	-3%
18	O=C(NNS(=O)(=O)c1ccc(Cl)cc1)c1cccs1	-6%	-2%	0%
19	Cc1cc(/C=N/NC(N)=S)c(C)n1-c1ccc(Cl)cc1	-10%	-1%	28%
20	C=CCn1c(C)c(C(C)=O)cc(NC(=O)c2ccccc2)c1=O	-1%	?	-7%

item	Sm TGR block	HCMV inh	AmpC inh no detg
11	1%	83	-3%
12	/	37	-23%
13	0%	-84*	-13%
14	-3%	-75*	-25%
15	1%	-5	/
16	0%	62	-17%
17	-14%	24	-12%
18	6%[57.1 µM]	3	-21%
19	-3%	-21	-42%
20	-13%	-32	-21%

# Limited to Sm TGR block, HCMV inh and AmpC detergent, for some of the entries so far:
no.	compound	Sm TGR block	HCMV inh	AmpC detergent
18	O=C(NNS(=O)(=O)c1ccc(Cl)cc1)c1cccs1	6%[57.1 µM]	3	-2%
19	Cc1cc(/C=N/NC(N)=S)c(C)n1-c1ccc(Cl)cc1	-3%	-21	-1%
20	C=CCn1c(C)c(C(C)=O)cc(NC(=O)c2ccccc2)c1=O	-13%	-32	?

# The list continues.
item	mol	FBPA Giardia inh	AmpC detergent	AMA1-RON2 inh
21	COc1ccc(CNC(=O)CSc2n[nH]c(N)n2)cc1OC	2%	?	-12%
22	O=C1c2oc3ccccc3c(=O)c2C(c2cccnc2)N1CCCN1CCOCC1 (stereo not drawn)	0%	-6%	63%[activator]
23	Cc1ccccc1CCNC(=O)C1CCN(c2nc3ccccc3nc2C(F)(F)F)CC1	/	1%	/
24	COc1ccc(CSc2nc3ccccc3[nH]2)cc1	-5%	-1%	-2%
25	COc1ccccc1NS(=O)(=O)c1ccc(C)c(C(=O)NNC(=O)c2csc(N3CCOCC3)n2)c1	/	/	109%[activator]
26	Cc1cc(C)nc(NS(=O)(=O)c2ccc(NC(=O)CN3C(=O)S/C(=C\c4ccccc4)C3=O)cc2)n1	22%	4%	11%
27	Cn1nc(-c2ccccc2)c2cc([N+](=O)[O-])ccc21	9%	-10%	-3%
28	COc1ccc(CCNc2oc(COc3ccc(Cl)cc3)nc2C#N)cc1OC	/	5%	/
29	O=S1(=O)CCOC[C@H](c2ccccc2)N1Cc1cccc(Cl)c1	-2%	?	15%
30	CCC(C)(C)c1ccc(OCCCC[n+]2cccc(C)c2)c(C(C)(C)CC)c1	1%	5%	15%

item	Sm TGR block	HCMV inh	AmpC inh no detg
21	11%	-19	-7%
22	45µM*	2	-23%
23	4%	-7	/
24	19%	?	-25%
25	/	10	-8%
26	-2%	29	3%
27	-16%	-92*	0%
28	-3%	-23	/
29	4%	-80*	-2%
30	3%	-101*	127%[activator]

# The list goes on:
item	mol	FBPA Giardia inh	AmpC detergent	AMA1-RON2 inh
31	CC1=C(C#N)C(NC(=O)C2CC2)(C(F)(F)F)C(=O)N1 (stereo not drawn)	1%	-10%	0%
32	CCN1CCN(c2ncnc3c2cnn3-c2cccc(C)c2)CC1	/	6%	/
33	CCC(=O)N1CCN(c2ccc(NC(=O)c3ccc4c(c3)OCO4)cc2)CC1	1%	?	-13%
34	O=C(COc1nc2ccccc2nc1N1CCOCC1)Nc1ccc(S(=O)(=O)N2CCCC2)cc1	2%	-10%	-4%
35	O=C(N=Nc1c(O)[nH]c(=O)[nH]c1=O)C1COc2cc3ccccc3cc2O1 (stereo not drawn)	?	-9%	0%
36	CC(C)n1cnc2c(N(C)c3cccc(Cl)c3)nc(N(CCO)CCO)nc21	0%	2%	-6%
37	CN1CCN(C(=S)NC(=O)c2ccco2)CC1	?	8%	-10%
38	COc1ccc(Nc2c3c(nc4ccccc24)CCC3)c(OC)c1	7%	-9%	-6%
39	COCCn1c(SCC(=O)N(C)c2ccccc2)nc2c([nH]c3ccccc32)c1=O	2%	-9%	6%
40	C[C@H](CO)N1C[C@H](C)[C@@H](CN(C)Cc2ccc3c(c2)OCO3)Oc2c(NC(=O)C3CCCCC3)cccc2C1=O	/	/	-18%

item	Sm TGR block	HCMV inh	AmpC inh no detg
31	1%	1	-22%
32	5%	0	/
33	2%	108	6%
34	-7%	-35	61%[activator]
35	40%[activator]	-10	-15%
36	-2%	-4	128%[activator]
37	74%[activator]	17	-14%
38	?	?	-7%
39	6%	21	6%
40	/	-1	239%[activator]

# Next section
item	mol	FBPA Giardia inh	AmpC detergent	AMA1-RON2 inh
41	CCSCc1nnc(SCC(=O)Nc2cccc(SC)c2)n1C	-5%	-5%	-2%
42	C=CCn1c(=O)c(C(=O)NCCc2ccc(Cl)cc2)c(O)c2cc(OC)c(OC)cc21	8%	-9%	-6%
43	CCOc1ccc(CCNC(=O)COC(=O)c2cc(S(=O)(=O)N3CCOCC3)ccc2F)cc1OCC	/	-10%	8%
44	O=C(c1cn(Cc2ccccc2)nc1-c1cccnc1)N1CCc2ccccc2C1	/	2%	-4%
45	CCOc1cc(/C=C/C(=O)O)ccc1OCCO	2%	4%	1%
46	COc1ccc(CCC(=O)NCCS(=O)(=O)N2CCN(c3ccc(F)cc3)CC2)cc1	/	4%	-6%
47	COc1cccc(-c2ncc3ccccc3c2COC(=O)N2CCCCC2)c1	/	3%	4%
48	C[C@H](CO)N1C[C@H](C)[C@@H](CN(C)C(=O)Nc2ccccc2)Oc2ccc(NC(=O)c3ccncc3)cc2C1=O	/	/	50%[activator]
49	Cc1ccc2c(=O)cc(C(=O)Nc3sc4c(c3C(=O)NCc3ccco3)CCC4)oc2c1	/	23%	/
50	O=C(NCCCN1CCOCC1)c1nn2c(C(F)(F)F)cc(-c3ccco3)nc2c1Cl	0%	0%	1%

item	Sm TGR block	HCMV inh	AmpC inh no detg
41	-2%	-14	?
42	5%	-9	-2%
43	-16%	-19	151%[activator]
44	-2%	17	29%
45	3%	-31	-9%
46	4%	-29	33%
47	-12%	6	25%
48	/	0	-11%
49	-1%	-3	/
50	-12%	-1	1%

# The list goes on.
item	mol	FBPA Giardia inh	AmpC detergent	AMA1-RON2 inh
51	CCCn1nnc(NC(=O)c2cccnc2Cl)n1	2%	0%	-7%
52	O=C(CCCCn1c(=O)c2ccccc2n(Cc2ccccc2F)c1=O)NC1CCN(Cc2ccccc2)CC1	0%	-3%	-7%
53	Cc1nn(-c2ccccc2)c(C)c1NC(=O)COC(=O)C1CC(=O)N(CCc2ccccc2)C1 (stereo not drawn)	/	-18%	19%
54	C=CCOc1ccc(/C=C2/C(=O)ON=C2C)cc1OCC	-7%	-4%	1%
55	Cc1cc(NC(=O)CC(CN(C)S(=O)(=O)c2ccccc2)c2ccccc2)no1 (stereo not drawn)	0%	?	2%
56	Cc1ccc(OCc2cc(C(=O)NCC(C)(C)N3CCOCC3)no2)cc1C	/	-4%	1%
57	COc1ccc(N2C(=O)CSC(c3ccccc3)C2=O)cc1 (stereo not drawn)	2%	-2%	0%
58	CN(C)S(=O)(=O)c1ccc(Cl)c(-c2nnc3n2CCCCC3)c1	5%	-1%	1%
59	Cc1nonc1NC(=O)c1ccc(Cl)c(S(=O)(=O)N2CCCCC2)c1	5%	6%	6%
60	NNC(=O)c1nn(-c2ccccc2)cc1O	-16%	-9%	/
61	CN(Cc1ccccc1)C(=O)CCn1c(=O)oc2ccccc21	-4%	-11%	4%
62	CCCCn1c(N)c(N(CCOC)C(=O)C2CCN(S(=O)(=O)c3ccc(C)cc3C)CC2)c(=O)[nH]c1=O	/	-9%	-21%

item	Sm TGR block	HCMV inh	AmpC inh no detg
51	3%	37	-9%
52	0%	-22	11%
53	5%	15	53%
54	-31%	35	-10%
55	-35%	-40	-6%
56	-10%	57	166%[activator]
57	6%	-105*	-14%
58	6%	-36	-20%
59	10%	-29	-39%
60	16%	/	-40%
61	?	-6	2%
62	-5%	-27	135%[activator]
